Pf gametocyte – kills late stage P. falciparum gametocytes; inhibition, % at 10.9 µM; P. falciparum stage V gametocytes, ATP luminescence, 24 h; actives 0.065% (n = 150,000);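 active means inhibition above the mean plus 3 SD of compounds within the control limits, set per campaign, cut at about 38% in these data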;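 further: 0% = DMSO wells and 100% = medium only without gametocytes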
An asterisk follows results filed as active. These rows are one share of the data (hit frequency here may not be typical).

SMILES | Pf gametocyte
COc1ccc(N=C2NC(=O)C(CO)(CO)S2)cc1 | 17.8
CC(=O)C1=C(c2ccccc2)NC(=O)NC1c1ccc(O)c(Cl)c1 (stereo not drawn) | -1.1
C=CCOc1c(Br)cc(/C=C2\SC(=Nc3ccccc3)NC2=O)cc1OC | 17.0
CCCCC(=O)Nc1cc(C)c(NC(=O)c2ccco2)cn1 | -10.2
COCc1cc(C)nc2sc(C(=O)Nc3ccc(C(=O)OC)cc3)c(N)c12 | -1.6
C=CCn1c2ccccc2c(=O)c2cc(C#Cc3ccccn3)ccc21 | 14.5
N#CC[C@H](Cc1ccccc1)N1CCN(Cc2ccccc2)CCC1=O | -8.6
COc1ccc(CCNC(=O)c2ccnc(C(C)(C)C)c2)cc1OC | -7.4
COC(=O)c1cccc(NC(=O)CSCc2ccccc2)c1 | 11.6
OCc1cn(-c2ccccc2)nc1-c1ccc(Br)cc1 | -10.1
CCOC(=O)c1ccc(Nc2cc3ccccc3c(=O)[nH]2)cc1 | 5.8
O=[N+]([O-])c1ccc(S(=O)(=O)NCCCc2ccccc2)cc1 | -5.4
O=C(N[C@@H](c1ccccc1)[C@H](O)c1ccccc1)[C@@H]1CCCN1C(=O)OCc1ccccc1 | -11.0
COc1ccc(/C=C/C(=O)NCc2ccc3c(c2)OCO3)cc1OC | 0.2
CC(NC(=O)CN(c1ccc(Br)cc1)S(C)(=O)=O)c1ccccc1 (stereo not drawn) | -0.5
C=CCNc1nc(Cl)nc(NCc2ccco2)n1 | -3.4
CCOC(=O)[C@@H]1[C@H]2COc3cc(OC)ccc3[C@@H]2N2C(=O)N(c3ccc(C(F)(F)F)cc3)C(=O)[C@@]12C | 17.7
COc1ccc(OC)c(C(=O)N/N=C/c2ccccn2)c1 | -11.7
NC(=O)CC(NC(=O)Cc1cccc2ccccc12)c1ccc(NCCCN2CCCC2=O)c([N+](=O)[O-])c1 (stereo not drawn) | 8.6
CCOC(=O)N1CCN(CC(c2ccccc2)c2ccccc2)CC1 | -11.0
COc1ccc(NC(=O)CN2CCCC2)cc1 | -6.8
CC1CCN(CC(=O)Nc2nccs2)CC1 | 17.8
C=CC[C@@H](CC(=O)N[C@H](CO)Cc1ccccc1)C(=O)N[C@@H](COC(=O)[C@H](CC=C)CC(=O)OC(C)(C)C)Cc1ccccc1 | 1.6
CCOC(=O)[C@@H]1[C@H]2COc3cc(OC)ccc3[C@@H]2N2C(=O)N(c3cccc(F)c3)C(=O)[C@@]12C | 3.0
O=C(CCc1ccccc1)Oc1ccccc1[N+](=O)[O-] | -33.1

Brought forward from above: 4 compounds; new compounds follow.
SMILES | Pf gametocyte
CC1CCN(CC(=O)Nc2nccs2)CC1 | 17.8
C=CC[C@@H](CC(=O)N[C@H](CO)Cc1ccccc1)C(=O)N[C@@H](COC(=O)[C@H](CC=C)CC(=O)OC(C)(C)C)Cc1ccccc1 | 1.6
CCOC(=O)[C@@H]1[C@H]2COc3cc(OC)ccc3[C@@H]2N2C(=O)N(c3cccc(F)c3)C(=O)[C@@]12C | 3.0
O=C(CCc1ccccc1)Oc1ccccc1[N+](=O)[O-] | -33.1
O=C(COC(=O)CNC(=O)c1ccccc1Cl)Nc1cc(C(F)(F)F)ccc1Cl | 14.1
COc1cccc(NC(=O)c2ccccc2Oc2ccccc2)c1 | -16.5
COC(=O)c1ccccc1NC(=O)c1cc2ccccc2o1 | 7.0
COc1ccc(NC(=S)N2CCC(C(=O)c3ccc(Cl)cc3)CC2)cc1 | 1.1
Clc1cccc(Cl)c1CN1CCN(c2ncccn2)CC1 | -1.2
COc1cc(NC(=O)c2ccccc2[N+](=O)[O-])ccc1NC(=O)c1cc2ccccc2o1 | 10.8
O=C(c1ccccc1)n1c(=O)cc[nH]c1=O | -43.3
c1ccc(CCNCCOc2ccccc2)cc1 | -5.7
Cc1ccc(CNC(=O)c2ccc(N3CCC4(CC3)CC(c3ccccc3)=NO4)c([N+](=O)[O-])c2)cc1 | 23.1
NC[C@H](Cc1ccccc1)NCCCCC1CCCCC1 | 17.9
Cc1cccc(Nc2nc(Cl)ncc2F)c1C | 20.8
COc1ccc(CN2CCN(S(=O)(=O)c3ccccc3)CC2)c(OC)c1OC | 11.9
O=C(CN1CCN(c2ccc(F)cc2)CC1)Nc1ccccc1 | -14.6
C[C@H](CO)N1C[C@H](C)[C@@H](CN(C)C(=O)NC2CCCCC2)Oc2c(NC(=O)c3ccncc3)cccc2C1=O | -16.9
O=C(Nc1ccccc1OCc1ccccc1)c1ccccc1Br | -5.5
Oc1cc(-c2ccncc2)cc2cccnc12 | -2.1
Cn1cc(C(=O)NCCc2ccccc2)c(=O)c2cc(S(=O)(=O)N3CCOCC3)ccc21 | 5.0
COc1ccc(CCNc2ccc(C(CC(N)=O)NC(=O)c3cc(C)cc(C)c3)cc2[N+](=O)[O-])cc1 (stereo not drawn) | 14.1
Cc1ccc(C(=O)N2CCc3ccccc32)cc1[N+](=O)[O-] | -2.9
CN(CCCC(=O)NCc1ccccc1)S(=O)(=O)c1ccc([N+](=O)[O-])cc1 | 4.9
COc1ccc(N2CCN(CC(=O)Nc3ccc(C)cc3)CC2)cc1 | 19.7
O=C(O)c1ccc(NC(=O)c2ccccc2NC(=O)c2cccc(Br)c2)cc1 | 2.8
Cc1nc(C)c(-c2csc(Nc3ncccc3C)n2)s1 | 16.7
COc1ccc(N2CCN(C(=S)Nc3ccccc3OC)CC2)cc1 | -12.2
CC(=O)c1cnc2nc(SCc3ccccc3C)nn2c1C | -29.9
The list goes on.
SMILES | Pf gametocyte
Cc1ccc2c(c1)c1c3n2CCN(CC(N)=O)C3CCC1 (stereo not drawn) | 1.4
O=C(O)CN1C(=O)/C(=C\c2cccc(OCc3ccccc3)c2)SC1=S | -8.8
O=C(CCc1ccccc1)NC1C2CC3CC(C2)CC1C3 (stereo not drawn) | 9.4
CCOC(=O)C1=CC[C@H]2c3c(c4ccccc4n3C)C(=O)C1N2C(=O)OC(C)(C)C | 19.2
c1ccc(COc2cccc(CN3CCc4ccccc4C3)c2)cc1 | -16.0
O=C(CNC(=O)C1CCCCC1)NC1CCCCC1 | 17.0
CCCN1CCC(NCC(C)c2ccccc2)CC1 (stereo not drawn) | 6.7
Cc1oc2ccc(O)cc2c1C(=O)c1ccccc1 | -9.6
O=C(O)c1cccc2c3c([nH]c12)CCCC3 | 10.5
CC(C)(C)NC(=S)N1CCC(C(=O)c2ccc(F)cc2)CC1 | -14.5
Cc1nc2nc(N)nc(OCc3ccccc3)c2nc1C | 14.7
Cc1ccc(C23CC4CC(CC(C(=O)NC(C)C)(C4)C2)C3)cc1 | 10.8
CCN(CC)CCCN1C(=O)C(=O)/C(=C(/O)c2ccc3c(c2)OCCO3)C1c1ccc(C)o1 (stereo not drawn) | 7.4
Cc1ccc(NC(=O)CCC(=O)N/N=C/c2coc3ccc(F)cc3c2=O)cc1 | -2.6
COc1cc(C(=O)NC2CCN(C)CC2)ccc1Nc1ncc2c(n1)N(C1CCCCC1)CCC(=O)N2C | -4.0
CCOc1cccc(CN2CCCC(CNC(=O)c3cccc(OC)c3OC)C2)c1 (stereo not drawn) | 0.5
CCc1ccc(OCC(O)CN2CCN(c3ccccn3)CC2)cc1 (stereo not drawn) | -2.5
COc1ccc(S(=O)(=O)Nc2ccc3c(c2)C(=O)N([C@H](C)CO)C[C@H](C)[C@@H](CN(C)S(=O)(=O)c2c(C)noc2C)O3)cc1 | -15.1
CC1=NN(C(N)=S)C(=O)C1N=Nc1c(Br)cc(Br)cc1Br (stereo not drawn) | 10.0
CCN(CC)CCCNC(=S)N1CCC(c2nc3ccccc3[nH]2)CC1 | 15.1
O=C(Nc1cccc(Cl)c1)c1nc[nH]c1C(=O)NCCN(CCNC(=O)c1[nH]cnc1C(=O)Nc1cccc(Cl)c1)CCNC(=O)c1[nH]cnc1C(=O)Nc1cccc(Cl)c1 | 3.6
C=CCn1c(C(O)c2ccccc2)nc2ccccc21 (stereo not drawn) | 13.0
COCCn1c(N2CCCC2)nc2c1c(=O)[nH]c(=O)n2C | 22.1
COc1ccc(S(=O)(=O)NC2CC2)cc1Cl | -9.0
O=C(NCCc1ccccc1)C1(c2ccccc2)CCCC1 | 5.3
Additional structures follow.
SMILES | Pf gametocyte
COc1ccc([C@@H]2CC=C(C(=O)O)[C@H](c3cccc(Cl)c3)N2S(=O)(=O)c2ccc(Cl)cc2)cc1 | -2.4
COc1cccc(NC(=O)C2CCOC2=O)c1 (stereo not drawn) | -20.9
Cc1ccc(CSc2nc(N)cc(N)n2)cc1 | 2.7
O=C1C=C(c2ccc(F)nc2)C[C@@H](c2ccc3c(c2)OCO3)C1 | -2.0
COC(=O)c1cc(-c2ccccc2)n(CCN)c1C | -29.1
Cc1ccccc1OCCCC(=O)NC1CCCCC1 | -3.7
Cc1ccccc1OCCCCN1CCCCC1 | 7.9
CC1(NC(=O)CCc2ccccc2)CCN(CCCc2ccccc2)C1=O (stereo not drawn) | 5.9
O=C(O)CCC(=O)N1N=C(c2ccc(Br)cc2)CC1c1cccc(Br)c1 (stereo not drawn) | -18.3
COc1cccc(NC(=O)c2cc(-c3ccc(OC)cc3OC)nc3ccccc23)c1 | 9.7
COc1ccc(/C=C2\Oc3ccccc3C2=O)cc1 | -28.9
CSc1ccc(S(=O)(=O)N2CCC(C(=O)NCCc3ccccc3)CC2)cc1 | -3.1
COc1ccc(CN2CCC(=O)N([C@H](CO)CC(C)C)CC2)cc1 | 5.5
Cc1ccc(CN2CCN(Cc3ccco3)CC2)cc1 | 2.2
CCC1CCC(N2CCN(c3cccc(OC)c3)CC2)CC1 (stereo not drawn) | -0.3
Cc1ccc(O)c(CNc2cccc(C)n2)c1 | -20.4
CCOc1ccc(N(CC(=O)Nc2ccc(C)c(C)c2)S(C)(=O)=O)cc1 | -21.4
C#CCOCCOCCOCCNc1nc(N2CCN(C(=O)[C@H]([C@@H](C)CC)n3cc(CCCCN)nn3)CC2)nc(N2CCN(C(=O)[C@H](CCCCN)n3cc(CCC(=O)O)nn3)CC2)n1 | -8.7
Cc1ccc(N2Cc3ccccc3C2=O)cc1 | 16.8
COc1ccccc1Nc1nc(C)cc(C)n1 | 5.2
CCOc1ccc(-c2n[nH]c(=S)n2Cc2ccccc2)cc1 | -19.7
CCC[C@@H]1CCCO[C@@](C(=O)NCCN2CCOCC2)(C(F)(F)F)C1 | -4.9
COc1cc(OC)c(C=O)c(OC(=O)N2CCOCC2)c1 | -5.2
C[C@H](CO)N1C[C@H](C)[C@@H](CN(C)C(=O)Nc2ccccc2)Oc2c(NC(=O)Nc3ccccc3)cccc2C1=O | -13.0
COc1cc(C(O)c2nc3ccccc3n2C(C)C)cc(OC)c1OC (stereo not drawn) | 18.0
Other compounds
SMILES | Pf gametocyte
COc1cccc(C(=O)Nc2cccc(NC(=O)c3cccs3)c2)c1 | -12.7
CCOc1ccc(CNS(=O)(=O)c2cccs2)cc1OCC | 14.6
C=CC[C@@H](CC(=O)N(CCO)Cc1ccccc1)C(=O)NC[C@H](OC(=O)[C@@H](CC=C)CC(=O)OC(C)(C)C)c1ccccc1 | -10.6
NCc1cccc(CNc2ccc([N+](=O)[O-])cc2C(N)=O)c1 | 4.6
COc1ccc(CC(=O)NC(C)c2ccc3ccccc3c2)cc1 (stereo not drawn) | -12.4
Cc1ccccc1NC(=O)NCc1ccccn1 | 11.7
O=C(O)C[C@H]1c2cc(C(F)(F)F)ccc2S(=O)(=O)N1Cc1ccccc1 | -5.6
Cc1cccc(COc2ccc(/C=C3/C(=O)N(C)C(=S)N3C)cc2)c1 | -0.7
CCC(=O)NC(c1cc(Cl)c2cccnc2c1O)C(C)C (stereo not drawn) | -27.4
Cc1cc(=O)[nH]c(Nc2cccc(Br)c2)n1 | 18.2
CCn1c(SCCN2CCOCC2)nc2c1c(=O)n(C)c(=O)n2C | 8.8
NS(=O)(=O)c1ccc(-c2ccc(/C=C3\NC(=S)NC3=O)o2)cc1 | 9.3
COc1cc(NC(=O)C2CC(c3ccccc3Cl)=NO2)cc(OC)c1OC (stereo not drawn) | -18.2
CC(C)(C)OC(=O)C[C@@H]1C/C=C\C[C@H](CC(=O)N(CCO)Cc2ccccc2)C(=O)N[C@@H](c2ccccc2)COC1=O | 14.8
Cc1ccnc(NS(=O)(=O)c2ccc(NC(=O)c3ccccc3F)cc2)n1 | 22.3
COc1cc(OC)cc(-c2oc3cccnc3c2C#CCCO)c1 | -9.9
Clc1ccc(Cl)c(OCCCCN2CCNCC2)c1 | -6.8
COc1ccc(S(=O)(=O)n2cccc2)cc1 | 5.9
CN(CC(=O)N1CCCCCC1)S(=O)(=O)c1ccccc1 | -21.5
O=c1cc(-c2ccc(Cl)cc2)nc(N2CCN(c3ccccc3)CC2)[nH]1 | -7.9
Cc1ccc2c(C)nc(Nc3nc(CSc4nc5ccccc5s4)cc(=O)[nH]3)nc2c1 | -4.3
COc1cc(OC)cc(C(=O)Nc2cccc3c2CCCC3)c1 | -0.4
COc1cccc(N(CC(=O)N2CCOCC2)S(C)(=O)=O)c1 | -1.3
CC(C)CCNC(=O)c1onc(CSc2ccc(Cl)cc2)c1C(=O)NCCC(C)C | 23.9
COC(C/C=C/[C@H](O)[C@H](C)OCc1ccccc1)OC | 4.7
New compounds follow.
SMILES | Pf gametocyte
O=C(OCc1c(-c2ccccc2)ncc2ccccc12)c1ccccc1C(F)(F)F | 2.4
CC(NC(=O)c1ccccc1F)c1cccc2ccccc12 (stereo not drawn) | -3.2
CCN(CC)S(=O)(=O)c1ccc(S(=O)(=O)NCC2CCCO2)cc1 (stereo not drawn) | 8.6
CCC1Nc2ncnc(N3CCOCC3)c2N(Cc2ccc(OC)cc2)C1=O (stereo not drawn) | 6.7
C=CCOC(=O)C1=C[C@@H](c2ccc(Br)cc2)C[C@@H](OCCCCO)O1 | -5.3
COc1ccccc1NC(=O)c1ccc2c(c1)OCO2 | 14.8
CNC[C@H]1Oc2c(NS(=O)(=O)c3ccccc3)cccc2C(=O)N([C@H](C)CO)C[C@@H]1C | -11.9

Not a retest: seven of the compounds above.
SMILES | Pf gametocyte
COC(=O)c1cc(-c2ccccc2)n(CCN)c1C | -29.1
Cc1ccccc1OCCCC(=O)NC1CCCCC1 | -3.7
Cc1ccccc1OCCCCN1CCCCC1 | 7.9
CC1(NC(=O)CCc2ccccc2)CCN(CCCc2ccccc2)C1=O (stereo not drawn) | 5.9
O=C(O)CCC(=O)N1N=C(c2ccc(Br)cc2)CC1c1cccc(Br)c1 (stereo not drawn) | -18.3
COc1cccc(NC(=O)c2cc(-c3ccc(OC)cc3OC)nc3ccccc23)c1 | 9.7
COc1ccc(/C=C2\Oc3ccccc3C2=O)cc1 | -28.9
